Screens as filed in PubChem BioAssay.
All columns: NCI-60 one-dose screen, growth in % after 48 h at 10 µM unless noted; 100 = growth as untreated, 0 = no growth, -100 = all killed.
NCI-H460 – NCI-H460 lung cancer | 6.8% of 82,000 active | AID 1794736
NCI-H23 – NCI-H23 lung cancer; 4% of 80,000 active
RXF 393 – RXF 393 renal cancer cells; 6.9% of 77,000 active
NCI-H226 – NCI-H226 lung cancer. 3.5% of 79,000 active
CAKI-1 – CAKI-1 renal cancer | AID 1794772 | 4.7% of 75,000 active
ACHN – ACHN renal cancer. 4.9% of 81,000 active
NCI/ADR-RES – NCI/ADR-RES ovarian cells. 4.4% of 81,000 active. AID 1794790
A498 – A498 renal cancer cells; 5.4% of 76,000 active
NCI-H522 – NCI-H522 lung cancer. 8% of 78,000 active
* = called active by the depositor; . = not tested or not shown. Rule for the calls: active = growth percent below 10; inactive = the rest.

SMILES | NCI-H460 | NCI-H23 | RXF 393 | NCI-H226 | CAKI-1 | ACHN | NCI/ADR-RES | A498 | NCI-H522
COC(=O)c1ccc2nc(-c3cc4ccccc4n3C)n(CCCCOc3cc4c(cc3OC)C(=O)N3CCC[C@H]3C=N4)c2c1 | -26* | 7.2* | . | -32* | -21* | -6.0* | 29 | -60* | -28*
O=C(CCc1nnc2sc(-c3cc(O)c(O)c(O)c3)nn12)c1nc2ccccc2[nH]1 | 105 | 89 | 115 | 90 | 100 | 106 | 94 | 75 | 98
CCOC(=O)CNC(=O)NCn1c(=O)[nH]c2ccccc2c1=O | 111 | 109 | 106 | 95 | 98 | 112 | 107 | 98 | 96
O=C(NCc1ccccc1)c1ccccc1C(=O)NCc1ccccc1 | 125 | 102 | 110 | 94 | 118 | 109 | 109 | 118 | 101
CC(C)N(CCC#N)C(N)=O | 104 | 109 | 118 | 102 | 90 | 105 | 107 | 70 | 93
CC1C(=O)C2=C(CCCC2)c2cn(Cc3ccccc3)c3cccc1c23 (stereo not given) | 96 | 73 | 113 | . | 77 | 96 | 89 | 92 | 69
Cc1nc([N+](=O)[O-])c(Sc2nncc(-c3ccccc3)n2)n1C | 110 | 82 | . | 80 | -3.1* | 63 | 81 | 107 | 95
CC(=O)c1c(C)[nH]c2c1c(-c1ccccn1)nc1ccccc12 | 110 | 96 | 121 | 100 | 95 | 96 | 102 | 109 | 80
COc1cc(C2CC(c3ccc(Nc4ccnc5cc(Cl)ccc45)cc3)=NN2C=O)cc(OC)c1OC (stereo not given) | 57 | 89 | 84 | 102 | 87 | 88 | 73 | 93 | 72
CC(C)OC(=O)Nc1ccccc1F | 105 | 82 | 100 | 101 | 97 | 105 | 97 | 109 | 97
Cn1cc(-c2nc(N)nnc2-c2ccccn2)c2ccccc21 | 96 | 91 | 90 | 75 | 72 | 93 | 99 | 115 | 95
CCN(CC)Cc1cc(Nc2c3ccc(Cl)cc3nc3c(C)cccc23)ccc1O | -78* | -75* | -74* | -28* | -41* | -86* | -50* | -48* | -77*
CCCC1(CO)NC(=O)NC1=O (stereo not given) | 101 | 92 | 109 | 104 | 94 | 101 | 102 | 86 | 90
O=c1[nH]cc(NCCO)c(=O)[nH]1 | 102 | 99 | 103 | 95 | . | 101 | 99 | 98 | 99
Cc1ccc2[nH]cc(-c3nc(-c4cn(C)c5ncccc45)cs3)c2c1 | 91 | 75 | 100 | 74 | 78 | 80 | 67 | 72 | 86
COc1ccc(N2C(=O)c3cc(Cl)ccc3NC2SCc2ccccc2)cc1 (stereo not given) | 109 | 97 | 101 | 96 | 82 | 101 | 99 | 85 | 87
Cc1ccc(/C=N/NC(=O)c2ccc(OCc3nc4ccc(Cl)cc4[nH]3)cc2)cc1 | 45 | 39 | 55 | 76 | 55 | 64 | 75 | 133 | 69
O=C(/C=C/c1cccc2ccccc12)OCc1ccc2cc1OCC#C/C=C\C#CCO2 | 111 | 91 | 96 | . | 98 | 114 | 105 | 109 | 85
COc1ccc(/C=c2\c(=O)n(-c3ccccc3)c3nnc(CC#N)n23)cc1 | 101 | 101 | 121 | 97 | 93 | 101 | 100 | 93 | 97
Cc1ccc(-c2nc3ccccn3c2-c2nnc(-c3ccsc3C)o2)cc1 | 110 | 97 | 103 | 98 | 100 | 98 | 100 | 109 | 91
Cn1cc(-c2cc(N)n3nc(-c4cn(C)c5ccccc45)cc3n2)c2cc(F)ccc21 | -62* | . | -76* | -40* | -81* | -89* | -21* | -69* | -66*
CN(C)c1ccc(-c2nnc(Cn3c(Cc4cccc5ccccc45)nc4ccccc43)o2)cc1 | 102 | 88 | 101 | 90 | 101 | 95 | 94 | 91 | 80
C[C@H]1[C@H]2C3=CC[C@@H]4[C@@]5(C)C/C(=C/c6cccnc6)C(=O)C(C)(C)[C@@H]5CC[C@@]4(C)[C@]3(C)CC[C@@]2(C(=O)N2CCOCC2)CC[C@@H]1C | 47 | 53 | 69 | 73 | 41 | 58 | 65 | 72 | 61
O=c1[nH]cccc1[N+](=O)[O-] | 104 | 98 | 99 | 120 | 95 | 109 | 97 | 109 | 102
OCc1cc(Br)ccc1O | 107 | 102 | 110 | 104 | 93 | 104 | 101 | 98 | 100

3 successive entries from above, quoted:
SMILES | NCI-H460 | NCI-H23 | RXF 393 | NCI-H226 | CAKI-1 | ACHN | NCI/ADR-RES | A498 | NCI-H522
CC(C)N(CCC#N)C(N)=O | 104 | 109 | 118 | 102 | 90 | 105 | 107 | 70 | 93
CC1C(=O)C2=C(CCCC2)c2cn(Cc3ccccc3)c3cccc1c23 (stereo not given) | 96 | 73 | 113 | . | 77 | 96 | 89 | 92 | 69
Cc1nc([N+](=O)[O-])c(Sc2nncc(-c3ccccc3)n2)n1C | 110 | 82 | . | 80 | -3.1* | 63 | 81 | 107 | 95

(more compounds)
SMILES | NCI-H460 | NCI-H23 | RXF 393 | NCI-H226 | CAKI-1 | ACHN | NCI/ADR-RES | A498 | NCI-H522
COc1ccc(Cc2cc(-c3ccccc3)n[nH]c2=O)cc1 | 107 | 99 | . | 90 | 70 | 111 | 100 | 112 | 108
CC(C)n1c2ccc(Br)cc2c2c3c(c4c5ccccc5ccc4c21)C(=O)N(O)C3=O | 99 | 85 | 119 | . | 86 | 107 | 105 | . | 84
C=CCOC1=C(c2ccccc2)C(C2CC2)N(Cc2ccc(OC)cc2OC)C1=O (stereo not given) | 98 | 97 | 108 | 87 | 82 | 104 | 85 | 74 | 73
COC(=O)c1ccc(C(C)(C)C)cc1 | 102 | 117 | 108 | 106 | 96 | 100 | 108 | 87 | .
COc1ccc(/C=C/C(=O)c2cc(C(=O)/C=C/c3ccc(OC)cc3)n3cccc(C)c23)cc1 | 104 | 106 | 107 | 95 | 92 | 99 | 107 | 113 | 90
CN(C)CCNC(=O)OCCCCOc1cc(O)c2c(=O)cc(-c3ccccc3)oc2c1 | -34* | -2.1* | . | 12 | -39* | -97* | 28 | -76* | -77*
Cc1cc2occ(CC(=O)Nc3nnc(C4CC4)s3)c2cc1C | 110 | 98 | 12 | 91 | 110 | 108 | 101 | 115 | 101
CC(C)=CC1C(COC(=O)c2ccccc2)C1(C)C (stereo not given) | 107 | 96 | 105 | 102 | 104 | 97 | 99 | 106 | 90
CCSC1=NCCS1 | 109 | 103 | 120 | 112 | 102 | 111 | 99 | 103 | 92
COc1ccc(NC(=O)Cn2cnc3c(cc(-c4ccccc4)n3-c3ccccc3)c2=O)cc1 | 101 | 92 | 93 | 101 | 95 | 106 | 92 | 87 | 85
CC(C)(C)Nc1nc2ccc(OC/C(=C/F)CN)cc2o1 | 107 | 101 | 89 | 99 | 101 | 104 | 105 | 86 | 94
CN1C(C(=O)Nc2ccc(Cl)cc2Cl)=C(O)c2ccccc2S1(=O)=O | . | 95 | 118 | 92 | 102 | 98 | 102 | 113 | 84
CSc1nc(O)c(Nc2ccc(Cl)cc2)c(=O)[nH]1 | 113 | 97 | 119 | 101 | 64 | 74 | 99 | 104 | 92
Cc1ccc(-c2nc3ccc(Cl)cc3c(=O)n2N2C(=O)CSC2c2ccccc2Cl)cc1 (stereo not given) | 48 | 91 | 98 | 87 | 60 | 26 | 71 | 85 | 77
N=c1sc2ccccc2n1CC(=O)O | 109 | 108 | 113 | 98 | 98 | 105 | 108 | 102 | 87
COc1cc(-c2cnco2)ccc1OCc1c(C)c(COc2ccc(-c3cnco3)cc2OC)c(C)c(COc2ccc(-c3cnco3)cc2OC)c1C | 97 | 102 | 113 | 90 | 98 | 106 | 99 | 53 | 86
CN1C(=O)CCC2(c3ccccc3)CC=C(O)C=C12 (stereo not given) | 105 | 101 | 119 | 99 | 93 | 101 | 101 | 99 | .
COc1cccc(CN(c2ccccc2C(=O)O)S(=O)(=O)c2ccc(C)cc2)c1 | 113 | 96 | 99 | 91 | 96 | 95 | 104 | 98 | 102
CC1=C(C(N)=O)S(=O)(=O)c2ccccc21 | 111 | 94 | 98 | 104 | 72 | 102 | 93 | 98 | 89
C=CCNc1ccc2c3c(cccc13)C(=O)N(N1C(=O)c3cccc4cccc(c34)C1=O)C2=O | 102 | 92 | 104 | 94 | 94 | 103 | 101 | 119 | 94
COc1cccc(-c2cc(-c3ccc(Nc4nc(Nc5ccc(Cl)cc5)nc(Nc5ccc(Cl)cc5)n4)cc3)nc(N)c2C#N)c1 | 69 | 38 | -49* | 11 | 37 | 33 | 73 | 80 | 87
Cc1[nH]c2ccc(F)cc2c1CCNC(=O)C1CCN(C(=O)c2ccc3ccccc3c2)CC1 | 97 | 94 | 110 | 88 | 88 | 104 | 93 | 81 | 70
O=S(=O)(NC1c2ccccc2C[C@H]1O)c1ccc(Cl)cc1Cl (stereo not given in full) | 101 | 92 | 107 | 94 | 82 | 96 | 100 | 103 | 98
NC1=NC2(CCCC2)N(c2ccc(S(=O)(=O)Nc3ccccn3)cc2)C(N)=N1 | 104 | 100 | 101 | 101 | 91 | 103 | 111 | 110 | 96
CNc1ccccc1N | 99 | 81 | 111 | 105 | 100 | 68 | 102 | 93 | 88

Just NCI/ADR-RES and NCI-H23 (5 entries from above):
compound | NCI/ADR-RES | NCI-H23
COc1ccc(Cc2cc(-c3ccccc3)n[nH]c2=O)cc1 | 100 | 99
CC(C)n1c2ccc(Br)cc2c2c3c(c4c5ccccc5ccc4c21)C(=O)N(O)C3=O | 105 | 85
C=CCOC1=C(c2ccccc2)C(C2CC2)N(Cc2ccc(OC)cc2OC)C1=O (stereo not given) | 85 | 97
COC(=O)c1ccc(C(C)(C)C)cc1 | 108 | 117
COc1ccc(/C=C/C(=O)c2cc(C(=O)/C=C/c3ccc(OC)cc3)n3cccc(C)c23)cc1 | 107 | 106

The main list resumes; the two compounds before the break are reprinted first.
SMILES | NCI-H460 | NCI-H23 | RXF 393 | NCI-H226 | CAKI-1 | ACHN | NCI/ADR-RES | A498 | NCI-H522
NC1=NC2(CCCC2)N(c2ccc(S(=O)(=O)Nc3ccccn3)cc2)C(N)=N1 | 104 | 100 | 101 | 101 | 91 | 103 | 111 | 110 | 96
CNc1ccccc1N | 99 | 81 | 111 | 105 | 100 | 68 | 102 | 93 | 88
COC(=O)c1c2c(c(C)[n+]([O-])c1C)C(=O)C=C(NCc1ccc(OC)cc1)C2=O | -3.9* | -39* | -33* | -8.7* | 0.9* | -12* | -7.8* | -15* | -20*
COc1ccc(N(C)c2cc(C#N)nc3ccccc23)cc1/C=C/C(=O)NO | 0.6* | -83* | -82* | -39* | -19* | -22* | -42* | 16 | -75*
CC(C)C(C(=O)NCCc1ccc(O)cc1)N1C(=O)/C(=C/c2ccc(Br)cc2)SC1=S (stereo not given) | 103 | 96 | 97 | 90 | 91 | 99 | 97 | 95 | 82
CC(C)C1=C[C@@]23CC[C@H]4C(C)(C(=O)NCCCCCCN)CCC[C@]4(C)[C@H]2C[C@@H]1[C@H]1C(=O)CCC(=O)[C@H]13 (stereo not given in full) | 100 | 95 | 99 | 99 | 69 | 97 | 104 | 105 | 95
O=C(Nc1ncc(Cc2ccc(Cl)cc2Cl)s1)c1cc(Br)cs1 | 53 | 80 | 85 | 86 | 70 | 91 | 69 | 100 | 62
O=C1CC2CC=CCN2C=C1NC(=O)c1ccccc1 (stereo not given) | 110 | 103 | 100 | 101 | 94 | 103 | 114 | 106 | 68
CCOC(=O)c1c(N2CCCC2)[nH]c(=O)c(C=Nc2ccc(Cl)cc2)c1O | 90 | 102 | 95 | 94 | 65 | 77 | 103 | 88 | 82
Cc1ncccc1CNc1nc2ccc(OC/C(=C\F)CN)cc2o1 | 106 | 102 | 99 | 95 | 88 | 100 | 107 | 81 | 99
Cc1c[nH]c(=S)[nH]c1=S | 105 | 100 | 105 | 93 | 94 | 112 | 108 | 72 | 87
CS(=O)(=O)c1ccc(-c2nn(-c3ccc(F)cc3)cc2/C=C/C(=O)c2ccc(Br)cc2)cc1 | 89 | 97 | 103 | 97 | 83 | 94 | 90 | 92 | 87
Nc1nc2c(ccc3ccccc32)s1 | 103 | 95 | 102 | 91 | 71 | 109 | 104 | 99 | 82
O=c1cc(/C=N/Nc2nc(-c3cc(=O)oc4ccc(Br)cc34)cs2)c2cc(Cl)ccc2o1 | 99 | 83 | 110 | 84 | . | . | 95 | 107 | 88
CSc1ccccc1N1C(=O)CSC1=S | 102 | 100 | 109 | 93 | 92 | 100 | 94 | 100 | 83
CC1CN(CCOC(=O)Nc2ccc(Cl)cc2)CCN1C(C)(C)C (stereo not given) | 102 | 99 | 103 | 92 | 99 | 97 | 100 | 62 | 82
O=C(CSc1nc2ccccc2c(=O)n1-c1ccccc1)c1cc2cc(Br)cc(Br)c2oc1=O | 105 | 93 | 102 | . | 81 | 96 | 108 | 99 | 81
NNC(=S)NNc1ccccc1 | 102 | 96 | . | 90 | 87 | 98 | 104 | 103 | 110
CC(C(=O)O)c1ccc2c(c1)Cc1cccnc1O2 (stereo not given) | 108 | 101 | 109 | 107 | 91 | 101 | 102 | 97 | .
Nc1cccc(CC(=S)N2CCOCC2)c1 | 102 | 105 | 102 | 89 | 87 | 105 | 113 | 94 | 96
O=S(=O)(O)OCCOc1ccc(S(=O)(=O)c2ccc(OCCOS(=O)(=O)O)cc2)cc1 | 119 | 100 | 112 | 99 | 105 | 110 | 107 | 95 | 99

Random excerpt: 2 entries already listed
SMILES | NCI-H460 | NCI-H23 | RXF 393 | NCI-H226 | CAKI-1 | ACHN | NCI/ADR-RES | A498 | NCI-H522
CS(=O)(=O)c1ccc(-c2nn(-c3ccc(F)cc3)cc2/C=C/C(=O)c2ccc(Br)cc2)cc1 | 89 | 97 | 103 | 97 | 83 | 94 | 90 | 92 | 87
CCOC(=O)c1c(N2CCCC2)[nH]c(=O)c(C=Nc2ccc(Cl)cc2)c1O | 90 | 102 | 95 | 94 | 65 | 77 | 103 | 88 | 82
